High-throughput results: PubChem, The Scripps Research Institute Molecular Screening Center
LEDGF integ inh – blocks HIV-1 LEDGF/p75-dependent DNA integration | AID 743269 | 370,000 tested, 0.64% active | inhibition, % at 3.7 µM | TR-FRET IN-LEDGF/p75 DNA integration, Eu/Cy5;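 active = inhibition above the screen-wide mean plus 3 SD, cut at about 13% in these data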;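 note: signal is the Cy5 over europium emission ratio at 671 and 618 nm; 0% = plate median of compound wells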
TDP2 inh – blocks human TDP2 phosphodiesterase activity. 370,000 tested, 0.34% active. inhibition, % at 12.8 µM. recombinant TDP2, T5PNP hydrolysis, p-nitrophenol absorbance 415 nm. O95551;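 active = inhibition above the mean of all tested compounds plus 3 SD, set per campaign, cut at about 25% in these data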;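 note: 0% = DMSO with enzyme and 100% = buffer with substrate but no TDP2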
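System – recombinant human TDP2 · Quantity – TDP2 enzyme at 120 nM final · Doses – single concentration, 12.8 µM nominal, with 1% DMSO · Incubation – 2 h at 37 °C · Measured by – epi absorbance of p-nitrophenol freed from T5PNP by hydrolysis · Read-out – % inhibition relative to enzyme-containing and enzyme-free wells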
MBD2 inh – MBD2-methylated oligo binding inhibition. AID 686964. TR-FRET, MBD2 binding to methylated oligonucleotide. Q9UBB5. 370,000 tested, 0.31% active. inhibition, % at 4.4 µM; in the data active = inhibition above about 13%
Target sequence (Q9UBB5 whole entry, looked up): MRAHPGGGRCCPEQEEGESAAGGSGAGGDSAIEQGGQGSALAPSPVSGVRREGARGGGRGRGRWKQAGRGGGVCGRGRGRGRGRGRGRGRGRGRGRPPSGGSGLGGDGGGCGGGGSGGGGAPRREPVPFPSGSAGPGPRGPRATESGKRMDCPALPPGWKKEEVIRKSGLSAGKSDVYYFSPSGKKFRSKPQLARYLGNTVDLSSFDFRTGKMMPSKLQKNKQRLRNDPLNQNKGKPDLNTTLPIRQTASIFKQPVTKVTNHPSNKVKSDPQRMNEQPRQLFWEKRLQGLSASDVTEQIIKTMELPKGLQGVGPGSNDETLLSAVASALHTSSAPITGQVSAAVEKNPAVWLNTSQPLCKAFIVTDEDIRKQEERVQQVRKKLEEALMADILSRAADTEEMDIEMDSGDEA
DDE Tn7 FP inh – DD(E)-Tn7 binding inhibition, primary FP screen | FP displacement of FITC-Tn7 peptide from fibrin DD(E); 0% = median of compound wells per plate | inhibition, % at 8.3 µM | 370,000 tested, 0.13% active;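 active = inhibition above the mean of compounds falling within the control limits plus 3 SD of them, cut at about 14% in these data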;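 note: 0% = plate median of compound wells and 100% = 10 µM Aha-Tn7 peptide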
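system = human fibrin DD(E) protein | quantity = DD(E) 2 µM final | medium = Tris/NaCl/CaCl2 buffer, pH 7.8 | also added = labelled Tn7 tracer, 0.1 µM | compound dosing = single point at 8.3 µM | timing = compound with protein 10 min, then 3 h after probe, room temperature | signal = FP measurement | benchmarks = Aha-Tn7 high control | repeats = one replicate per compound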
DDE Tn6 FP inh – disrupts Tn6 cyclic peptide binding to fibrin D-Dimer-E complex | P02675 | Fibrin DD(E) TRITC-Tn6 fluorescence polarization displacement | inhibition, % at 8.3 µM | 370,000 tested, 0.21% active | AID 720509;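 active = inhibition above a per-campaign cutoff: mean of compounds within control limits plus 3 SD, cut at about 15% in these data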;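 note: 0% = median of all compound wells on the plate and 100% = blocking peptide control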
SIAE inh – blocks human sialic acid acetylesterase; SIAE FP-Rh probe binding, fluorescence polarization; 370,000 tested, 0.69% active; inhibition, % at 9.66 µM; Q9HAT2;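 active = inhibition above a cutoff: mean of compounds within the control limits plus 3 SD of those, cut at about 17% in these data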;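 note: 0% = plate median of compound wells and 100% = probe without SIAE protein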
PRMT1 inh – inhibitors of human PRMT1; recombinant PRMT1, activity-based probe fluorescence polarization; inhibition, % at 2.79 µM; 370,000 tested, 1.3% active;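 active = inhibition above about 21% made by adding two undisclosed values, limit read from the data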
TCR CD3 inh – human TCR-CD3 binding inhibition | TAMRA-labeled TCR probe fluorescence, biochemical | 360,000 tested, 0.37% active | inhibition, % at 9.4 µM; in the data active = inhibition above about 19%;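 note: recombinant mutant TCR 2C K166C tagged with TAMRA read by polarization; 0% = receptor in buffer alone and 100% = receptor with positive control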
KLK7 zymogen act – proKLK7 (human) activation, primary screen. AID 652039. P49862. activation, % at 7 µM. purified proKLK7, EDANS-DABCYL substrate fluorescence; 100% is mature enzyme control, 0% vehicle. 370,000 tested, 0.9% active;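 active = activation above the mean of all tested compounds plus 3 SD, computed per campaign excluding outliers beyond control limits, cut at about 13% in these data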
Target sequence (P49862 whole entry, looked up): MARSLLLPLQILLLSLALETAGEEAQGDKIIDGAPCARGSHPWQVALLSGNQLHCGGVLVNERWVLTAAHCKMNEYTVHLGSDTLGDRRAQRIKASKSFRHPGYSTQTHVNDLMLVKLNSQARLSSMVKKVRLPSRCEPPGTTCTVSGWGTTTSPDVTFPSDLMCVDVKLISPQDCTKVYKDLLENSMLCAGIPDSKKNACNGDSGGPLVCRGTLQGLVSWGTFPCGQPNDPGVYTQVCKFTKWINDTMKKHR
UHRF1 MBD2 ctr – UHRF1 methyl-DNA binding inhibition | inhibition, % at 4.4 µM | 370,000 tested, 0.75% active | Q96T88 | UHRF1 binding to methylated oligo, TR-FRET | AID 687016; in the data active = inhibition above about 21%;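 note: UHRF1 SRA domain binding a hemimethylated CpG hairpin DNA probe; 0% = median of test compound wells and 100% = reference inhibitor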
* marks the source's active call; other numbers are inactive results; . = not tested or not shown. Hits appear at their usual frequency. Share with any hit: about 4.6%.

UHRF1 MBD2 ctr	SIAE inh	TDP2 inh	PRMT1 inh	DDE Tn7 FP inh	LEDGF integ inh	KLK7 zymogen act	MBD2 inh	DDE Tn6 FP inh	TCR CD3 inh	Compound
0	4	-6	9	-3	-9	0.5	0	0	-2	O=C1/C(=C/c2ccccc2Cl)SC(=S)N1CCCC(=O)N(CCO)c1ccccc1
7	2	9	2	2	0	-0.5	0	5	.	CN(CCc1ccccn1)C(=O)c1ccc2c(c1)ncn2C1CCCCC1
1	5	8	0	-6	-4	0.0	5	5	4	O=C(CSc1nc(Cc2ccccc2)nc2ccccc12)Nc1ccc2c(c1)OCCO2
-2	-2	-1	-3	2	0	0.4	-3	-4	6	Cc1nc2ccccc2nc1N1CCOCC1
-1	-6	3	1	0	1	-0.4	2	-5	-1	COc1ccc(NC(=O)C(c2ccc(OC)cc2)N(Cc2ccco2)C(=O)CC2NC(=O)NC2=O)cc1 (centres undefined)
2	-3	0	0	9	-5	-0.3	4	0	6	O=C(Nc1ccc(N2CCN(C(=O)c3ccco3)CC2)cc1)c1ccc([N+](=O)[O-])cc1Cl
-3	-4	-1	5	-6	2	0.7	1	2	4	Cn1cnnc1SCC(=O)Nc1sc2c(c1C#N)CCCCC2
-1	2	4	7	-2	0	0.6	-5	2	-8	Cn1cccc1/C=N/NC(=O)c1ccco1
3	-4	-6	-1	-9	-4	-0.8	2	-1	-5	O=C(/C=C/c1cccs1)c1cc(F)ccc1OC(=O)N1CCOCC1
-1	-4	2	-2	2	3	-0.1	-1	10	2	O=C(CN1CCN(Cc2ccccc2)CC1)Nc1ccc(S(=O)(=O)N2CCOCC2)cc1
-2	1	-4	-2	5	-1	0.5	1	1	5	Cc1cc2cc(CNC(=S)NC3CCCCC3)ccc2[nH]1
2	-4	-9	5	0	-6	0.9	-3	-4	-2	O=C(NCc1ccco1)C1CCCN1C(=O)Nc1ccc(Br)cc1 (centres undefined)
-1	-24	-1	-7	2	3	-0.4	-2	7	2	CCN(CC(=O)Nc1ccc(NC(C)=O)cc1)C(=O)c1ccc(COc2ccc(C(C)(C)C)cc2)cc1
-2	5	-1	1	6	1	0.0	4	4	6	Cc1cc2c(=O)n(NC(N)=O)c(C)nc2s1
1	-5	-3	11	6	-2	-2.8	4	6	9	COc1ccc(Cc2c(C3CCCCC3)nc3c(C)cc(Br)cn23)c(C)c1
-8	11	9	-2	2	3	0.0	-12	5	4	O=C(Nc1ccc(N2CCOCC2)c([N+](=O)[O-])c1)c1ccco1
1	-4	-5	-5	1	-3	0.5	1	-5	5	CN(C)c1cccc(C(=O)NCc2ccc(Cl)cc2)c1
-3	-3	5	2	-2	-2	-86	-4	-4	0	Cc1cccc(/C=C\c2nc3ccccc3c(=O)[nH]2)c1
-1	-2	-2	-1	-2	-3	0.0	-3	1	8	CC1(C)CC(=O)C(=Cc2cn(CCC#N)nc2-c2ccc(F)cc2)C(=O)C1
-4	-14	-3	0	3	1	1.9	-2	-2	17	CCOn1c(=O)c(-c2cccc(Br)c2)[n+]([O-])c2ccccc21
2	-4	2	-9	-4	0	0.7	-3	2	-3	CCOC(=O)N1CCN(C(=O)C2CCCN(Cc3nc(-c4ccc(Cl)cc4)oc3C)C2)CC1 (centres undefined)
-2	3	-4	5	-4	1	0.8	2	2	-4	COc1ccc(CCc2ccc3cc(OC)ccc3n2)cc1
5	-2	-12	-3	-5	3	0.4	3	4	-7	Fc1ccc(-c2nnn(Cc3ccccc3Cl)n2)cc1
-7	12	4	0	-4	2	-0.4	-11	-2	-2	O=C(N/N=C\c1ccc(O)c([N+](=O)[O-])c1)C1COc2ccccc2O1 (centres undefined)
2	3	-9	3	2	2	-0.1	-4	2	-8	COCc1nnc(NC(=O)c2ccc(NC(C)=O)cc2)s1
1	-5	-2	0	1	0	0.3	-1	5	1	C=CCN(c1ccccc1Cl)S(=O)(=O)c1cccc(C(=O)OCC(=O)N(C)C2CCS(=O)(=O)C2)c1 (centres undefined)
0	6	-9	-1	6	0	0.3	-6	8	7	CC1(C)CC(C(N)=S)CCO1 (centres undefined)
1	6	4	-6	-1	4	0.2	-2	2	2	CCN(C)C1CN(Cc2cn(Cc3ccc(F)cc3)nn2)S(=O)(=O)C1 (centres undefined)
0	-4	1	-2	-9	4	-1.1	1	0	2	CCCN(C(=O)COC(=O)c1[nH]c(C)c(C(=O)OC)c1C)c1c(N)n(Cc2ccccc2)c(=O)[nH]c1=O
-1	-2	-9	-3	1	-1	0.3	-5	-1	7	C#CC[N+]1(CC#Cc2cccc3ccccc23)CCOCC1
1	-1	3	2	8	1	0.8	-1	5	2	CCC(=O)n1nc(NCc2ccc(OC)c(OC)c2)nc1NCc1ccc(OC)c(OC)c1
-1	-4	-7	-2	-3	2	-0.2	5	6	2	COC(=O)[C@H](CCSC)NC(=O)Cn1cnc(C(=O)Nc2ccc(C)c(C)c2)n1
0	-8	-5	4	-1	-3	0.6	5	6	2	CCc1nnc(NC(=O)CCCSc2nc3ccccc3[nH]2)s1
1	-4	6	1	0	-3	-0.3	5	-3	-6	O=C(O)CSCC(=O)N1CCN(S(=O)(=O)c2cc(Cl)cc(Cl)c2)CC1
1	2	-4	8	-6	-6	-0.6	1	4	-1	Cn1nc(NC(=O)C(F)(F)F)c2nccnc21
1	-1	4	1	5	0	-0.3	7	4	-12	COc1cc(CNC(=O)C2CC(O)CN2C(=O)Nc2ccccc2)cc(OC)c1OC (centres undefined)
1	-2	3	6	-7	-1	0.9	-2	1	-1	O=C(NCc1ccccc1)C1C(c2ccccc2)=Nc2ccccc2N1C(=O)c1cccnc1 (centres undefined)
-3	3	1	-4	-4	3	0.9	-7	-2	0	Cc1ccc(NC(=O)NCCN2C(=O)C3C4C=CC(C4)C3C2=O)cc1 (centres undefined)
-13	2	-25	2	2	3	0.5	-28	0	-6	CCC(=O)N=c1ccn(C2=Nc3ccccc3NC2=C(C#N)C#N)cc1
-2	-6	-5	0	-6	-3	-0.4	1	-5	0	COc1ccc(NC(=O)c2cc(-c3cc(F)ccc3OC(C)C)n[nH]2)c(C)c1
1	-5	4	0	4	-2	0.0	-2	1	1	CC(C)CN1C(=O)CSCC1(C)C(=O)NC(C)C (centres undefined)
4	-9	7	0	0	1	0.6	2	5	-1	C=CCn1c(SCC(=O)N2CCOCC2)nc(O)cc1=O
0	1	2	-2	-10	1	2.5	-1	0	-1	Cc1ccc(-n2c(=O)c(C#N)cc3c(=O)n4ccccc4nc32)cc1C
3	-2	6	1	1	-2	0.1	2	3	0	COc1ccc(C(C)=O)cc1CSc1nc2ccccc2c(=O)n1-c1ccccc1
-1	8	6	1	7	5	0.2	0	0	4	CC1(C)Cc2c(sc3ncn(N)c(=N)c23)CO1
-4	0	-1	8	4	-5	-4.9	-8	-1	-7	CCOC(=O)COn1c(=O)c(-c2cccs2)[n+]([O-])c2ccccc21
2	-2	-7	-5	0	-2	0.1	-1	-5	4	COc1ccc(S(=O)(=O)N2CCCC(C(=O)NCC3CCCO3)C2)cc1Cl (centres undefined)
0	1	4	-3	-1	0	0.2	-5	-6	10	C#CCn1c(S(=O)(=O)Cc2ccc(OC)cc2)nc(-c2ccccc2)c1-c1ccccc1
0	1	3	-4	-6	0	-0.1	-6	1	13	CC(NCC(=O)NCC(=O)Nc1ccc(F)cc1)c1cccc(C(F)(F)F)c1 (centres undefined)
0	-2	9	0	-12	2	0.1	-4	2	12	CCC(C)[C@H](NC(=O)N1CCC(Cc2ccccc2)CC1)C(=O)O (some centres undefined)
2	0	-15	5	0	-6	0.3	4	-3	-5	CCOC(=O)c1c(C)c(C(=O)Nc2cc(F)ccc2F)c(C)n1C
0	-3	7	1	-3	1	0.0	-2	-2	-11	CCOc1cccc2sc(N(CCCN(C)C)C(=O)Cc3ccccc3)nc12
-1	-1	7	0	8	-1	0.3	1	3	5	O=C(Nc1ccccc1)c1cc(C2CCCN(C(=O)c3cccs3)C2)on1 (centres undefined)

Some values from the results shown:
Result of COc1ccc(S(=O)(=O)N2CCCC(C(=O)NCC3CCCO3)C2)cc1Cl (centres undefined) under LEDGF integ inh: -2
Result of CCOC(=O)COn1c(=O)c(-c2cccs2)[n+]([O-])c2ccccc21 under DDE Tn6 FP inh: -1

Structural class, those above with an aryl thioether with sulfur outside any ring (5)
UHRF1 MBD2 ctr	SIAE inh	TDP2 inh	PRMT1 inh	DDE Tn7 FP inh	LEDGF integ inh	KLK7 zymogen act	MBD2 inh	DDE Tn6 FP inh	TCR CD3 inh	Compound
1	5	8	0	-6	-4	0.0	5	5	4	O=C(CSc1nc(Cc2ccccc2)nc2ccccc12)Nc1ccc2c(c1)OCCO2
-3	-4	-1	5	-6	2	0.7	1	2	4	Cn1cnnc1SCC(=O)Nc1sc2c(c1C#N)CCCCC2
0	-8	-5	4	-1	-3	0.6	5	6	2	CCc1nnc(NC(=O)CCCSc2nc3ccccc3[nH]2)s1
4	-9	7	0	0	1	0.6	2	5	-1	C=CCn1c(SCC(=O)N2CCOCC2)nc(O)cc1=O
3	-2	6	1	1	-2	0.1	2	3	0	COc1ccc(C(C)=O)cc1CSc1nc2ccccc2c(=O)n1-c1ccccc1
